V-ATPase pHluor – regulators of yeast V-ATPase proton transport; S. cerevisiae, pHLuorin cytosolic pH fluorescence; response, % at 10 µM; 350,000 tested, 0.37% active; AID 504577; in the data active = response mostly above about 7.3%, no sharp cut-off; inactive = mostly below about 5.4%; also: actives read high; inactives centre near 0; some compounds called inactive have numbers as strong as hits; reference of the scale not given here
RTF Ca sens act – cardiac RTF calcium sensitization; P19429+P45379; IANBD-labeled TnC RTF fluorescence at EC20 calcium; 0% EC20 calcium, 100% full calcium; activation, % at 7.2 µM; 340,000 tested, 0.24% active; AID 493008;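 active = activation above the mean over all tested compounds plus 3 SD, cut at about 30% in these data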;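 also: rise in fluorescence read as greater calcium sensitivity of cardiac thin filaments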
MOR-DOR ag – OPRM1-OPRD1 heterodimerization agonism. cells, luminescence. activation, % at 9.3 µM. 340,000 tested, 0.3% active. AID 504326. P35372+P41143; in the data active = activation above about 18%;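 also: 0% = vehicle-treated cells and 100% = reference agonist; values of inactives mirror those of a sister screen read the other way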
DSG3 Ab inh – blocks pemphigus antibody binding to human desmoglein-3 | P32926 | DSG3-coupled beads, scFv-anti-DSG3-GFP binding, flow cytometry; hits give low values | binding (percent of control), % at 10 µM | 310,000 tested, 0.48% active | AID 588358;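 active = binding more than 3 SD below its plate's average and above zero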;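 also: hits lower antibody fragment binding to DSG3; some compounds called inactive have numbers as strong as hits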
Target sequence (P32926 whole entry, looked up, the tested form may be a part): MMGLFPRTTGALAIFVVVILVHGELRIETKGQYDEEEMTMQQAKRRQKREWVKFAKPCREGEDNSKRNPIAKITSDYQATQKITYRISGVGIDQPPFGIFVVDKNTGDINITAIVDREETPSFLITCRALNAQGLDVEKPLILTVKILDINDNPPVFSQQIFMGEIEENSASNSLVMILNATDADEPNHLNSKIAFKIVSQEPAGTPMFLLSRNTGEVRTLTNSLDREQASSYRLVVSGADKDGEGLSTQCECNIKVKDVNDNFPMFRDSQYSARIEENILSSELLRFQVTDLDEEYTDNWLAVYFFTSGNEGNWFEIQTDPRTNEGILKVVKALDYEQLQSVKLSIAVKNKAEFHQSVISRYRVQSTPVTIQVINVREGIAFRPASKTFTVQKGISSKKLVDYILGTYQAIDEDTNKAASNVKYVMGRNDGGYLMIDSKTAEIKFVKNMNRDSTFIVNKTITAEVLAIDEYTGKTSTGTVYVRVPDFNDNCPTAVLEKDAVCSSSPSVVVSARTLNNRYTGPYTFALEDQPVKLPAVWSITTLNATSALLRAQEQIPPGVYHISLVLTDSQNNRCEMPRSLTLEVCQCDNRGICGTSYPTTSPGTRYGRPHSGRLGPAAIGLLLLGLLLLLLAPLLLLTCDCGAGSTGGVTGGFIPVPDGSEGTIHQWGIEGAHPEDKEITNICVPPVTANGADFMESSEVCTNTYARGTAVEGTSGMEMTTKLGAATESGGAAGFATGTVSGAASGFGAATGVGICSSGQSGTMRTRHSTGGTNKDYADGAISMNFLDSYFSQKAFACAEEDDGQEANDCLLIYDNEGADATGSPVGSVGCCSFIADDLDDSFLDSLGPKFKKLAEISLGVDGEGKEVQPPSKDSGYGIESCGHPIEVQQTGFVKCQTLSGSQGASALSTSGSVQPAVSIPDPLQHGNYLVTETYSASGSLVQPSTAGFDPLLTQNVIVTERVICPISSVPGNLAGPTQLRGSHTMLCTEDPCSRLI
Arr AP2 block – human beta-arrestin and AP2 interaction inhibition; inhibition, % at 10 µM; AID 504490; FITC-arrestin peptide / GST-AP2 beads, flow cytometry; AP2 beta2 appendage carries R879A mutation; 340,000 tested, 0.31% active;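 active = inhibition above a set limit, near 3 SD of compounds lacking own fluorescence, cut at about 54% in these data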;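 also: plate controls were DMSO wells for no effect and 5 µM unlabelled arrestin peptide for full effect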
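Material – GST-tagged AP2 beta2-adaptin appendage (R879A) on 4 µm glutathione beads · Probe or stimulus – fluorescein-tagged arrestin peptide at 50 nM final · Timing – 12 min plus 1 h, RT · Detection – bead flow cytometry, FITC channel · Read-out basis – inhibition as reduced fluorescein signal on beads, percent · Medium – PBS plus Tween 20 (0.05%) and BSA (0.1%)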
Wnt act – Wnt/beta-catenin pathway activation; Wnt/beta-catenin reporter cell assay, activator, plate reader; AID 743398; 300,000 tested, 1.2% active; activation, % at 9.35 µM; in the data active = activation above about 30%, passing the limit was not always enough;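 also: 0% = neutral control wells and 100% = positive control wells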
C-LANA FP – KSHV C-LANA DNA binding inhibition | inhibition, % at 9 µM | 340,000 tested, 0.078% active | MBP-C-LANA/FAM-LBS DNA binding, fluorescence polarization;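 active = highest replicate inhibition at or above 60% at 9 µM, even if other replicates fall short; inactive = all replicates below 60% inhibition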;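 also: 0% = neutral control wells and 100% = 4 µM acridine orange control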
OPRM1-OPRD1 inv – mu-delta opioid heterodimer inverse agonism. P35372+P41143. cell-based MOR-DOR heterodimer luminescence. inhibition, % at 9.3 µM. 340,000 tested, 0.21% active. AID 504357; in the data active = inhibition above about 22%, passing the limit was not always enough;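 also: 0% = cells with DMSO and 100% = wells without cells with DMSO; values of inactives mirror those of a sister screen read the other way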
Keap1 Nrf2 FP – inhibitors of human Keap1-Nrf2 protein-protein interaction | Q14145 | Keap1 Kelch-Nrf2 peptide fluorescence polarization, 1536-well | inhibition, % at 9.4 µM | 340,000 tested, 0.15% active; in the data active = inhibition above about 12%;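 also: human Keap1 Kelch domain with fluorescein labeled Nrf2 9mer peptide probe; 0% = neutral control wells and 100% = peptide positive control; higher means more block of Keap1 binding to Nrf2 peptide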
RTF Ca sens inh – cardiac RTF calcium desensitization | AID 493244 | inhibition, % at 7.15 µM | IANBD-labeled cardiac RTF, Ca2+ fluorescence | P19429+P45379 | 340,000 tested, 0.12% active;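 active = inhibition above the mean inhibition of all tested compounds plus 3 SD, cut at about 17% in these data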;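 also: assay run at fixed EC70 calcium of 1.6 mM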
The depositor's hits bear a star; . = no result given.

SMILES	V-ATPase pHluor	RTF Ca sens act	MOR-DOR ag	DSG3 Ab inh	Arr AP2 block	Wnt act	C-LANA FP	OPRM1-OPRD1 inv	Keap1 Nrf2 FP	RTF Ca sens inh
O=C(CC1C[C@H](C(=O)N2CCOCC2)[C@@]2(CCC3CCCC3)c3[nH]c4ccccc4c3CCN2C1=O)NCc1ccco1 (some centres undefined)	1.4	-5.4	-1.0	93.0	4.1	-2.5	0.8	4.6	-5.6	0.2
Cc1cc(=O)oc(C)c1C(=O)Nc1cccc2nonc12	-0.2	-1.6	-4.7	106.9	-28.6	.	0.9	22.9	-0.2	-10.0
Cc1cc(C)c(S(=O)(=O)NCC2CCC(C(=O)NCc3ccc4c(c3)OCO4)CC2)c(C)c1 (centres undefined)	0.4	5.5	0.2	102.1	-1.4	-4.3	0.0	-1.4	-5.6	-9.9
Cc1cccc(NC(=O)CN2CCc3cc4c(cc3C2C)OCCCO4)c1 (centres undefined)	-4.9	-5.3	-1.1	105.4	7.5	-1.6	-0.9	5.4	-1.4	0.4
CCCCCc1nc2ccccc2c(=O)n1N	-0.7	-4.6	-2.9	105.1	4.2	-1.6	-0.3	12.3	-0.4	-1.2
COc1cc(NC(=S)NCCCN2CCOCC2)c(OC)cc1Cl	0.8	4.1	0.7	102.6	-0.2	-6.5	0.3	-5.1	-4.2	-10.0
CCCN(C(=O)CSCC(=O)Nc1ccc(OC)cc1)c1c(N)n(Cc2ccccc2)c(=O)[nH]c1=O	7.8	-9.8	-2.0	102.4	9.4	-1.0	3.5	9.7	-5.1	-6.5
O=C(CC(=O)c1ccccc1)Nc1cccnc1	-4.2	-0.5	-0.9	90.7	-6.4	19.8	0.5	6.0	-4.8	-22.4
CC(C)(C)OC(=O)N1CCC(c2c(C(=O)NC3CC3)cnn2-c2ccccc2)CC1	-3.1	-4.7	-1.3	101.2	-8.1	0.8	-0.3	7.0	-0.2	-11.0
Cc1cc(Cl)ccc1NC(=S)NCc1ccc(F)cc1	-0.5	-4.4	0.5	94.9	6.4	-0.6	-1.9	-2.5	5.2	3.7
Cc1ccc(S(=O)(=O)N2Cc3ccccc3CC2C(=O)Nc2cc(C)on2)cc1 (centres undefined)	0.5	3.3	-2.6	94.8	-5.3	.	0.8	15.0	-1.9	-3.8
Cc1cc(C)cc(N(C(=O)c2csnn2)C(C(=O)NC2CCCCC2)c2cccnc2)c1 (centres undefined)	4.5	-0.1	0.9	88.8	10.1	2.7	-1.0	-7.7	-2.4	5.0
CC(=O)Nc1ccc(N2C(=O)CSC2c2c(F)cccc2Cl)cc1 (centres undefined)	3.2	5.7	-2.0	108.4	8.9	.	-0.7	8.9	-1.2	-8.1
C/C=C\C=C/C(=O)Nc1cccc(C2=NOC3(C2)C[C@@H](C(N)=O)N(C(=O)[C@H]2CCC(=O)N2)C3)c1 (some centres undefined)	-2.0	-2.4	-1.9	102.8	31.0	.	-1.7	10.5	-6.5	-13.1
C/C(=N\N=C\c1ccccc1F)c1nnn(-c2nonc2N)c1C	1.6	3.1	-1.1	116.2	-9.4	.	-0.8	5.7	-1.7	-1.7
Cc1ccc(S(=O)(=O)N2CCOCC2)cc1C(=O)NCc1ccc2c(c1)OCO2	0.5	4.1	-0.6	103.8	1.3	.	0.1	3.2	-6.0	-0.6
Nc1nc(Nc2cccc(F)c2)nc(N2CCOCC2)c1[N+](=O)[O-]	-1.2	5.4	-3.9	103.0	41.9	7.0	-1.3	19.7	-2.5	0.8
CCCSc1nsc(NC(=O)Nc2ccc(F)cc2F)n1	-1.3	-2.7	7.2	126.0	9.1	16.1	2.6	-35.3	-1.6	-4.5
O=C(COC(=O)c1cc(Br)ccc1Cl)NC(=O)NCc1ccccc1	1.3	-2.6	-3.2	83.8	5.6	-2.5	-7.5	16.0	-5.9	-2.2
Cc1ccc(-c2cc(C(=O)N3CC(C)OC(C)C3)c3ccccc3n2)o1 (centres undefined)	4.8	-7.8	-0.6	102.0	-6.7	0.3	0.9	4.0	0.0	-3.0
CCOC(=O)C1CCN(C(=O)COC(=O)c2ccc([N+](=O)[O-])o2)CC1	1.0	-2.6	0.5	99.2	4.4	-0.7	2.2	-1.8	-2.7	5.4
O=C(c1cc(-c2ccccc2)on1)N1CCc2ccccc2C1	-3.4	1.6	4.5	100.7	21.7	2.4	1.8	-32.5	-4.3	-4.9
O=C(CNC(=O)c1ccc(F)cc1)N/N=C/c1cc(Br)ccc1OCc1ccccc1	-2.8	-1.6	0.7	85.5	0.7	-0.3	0.4	-4.8	5.0	-9.5
CCN(CC)CCCNC(=O)CC1Sc2ccccc2NC1=O (centres undefined)	-0.5	8.2	-1.3	100.8	19.6	.	0.5	7.7	0.8	-10.0
Cc1ccc(C(=O)NC(=S)NNC(=O)c2cccc([N+](=O)[O-])c2)cc1	0.0	2.9	-3.5	119.9	-0.8	1.3	-1.5	17.5	-1.6	-5.5
Cc1cccc(NC(=O)CN2CCN(C(=O)c3cncn3-c3ccc(F)cc3)CC2)c1C	-5.2	-4.4	-0.6	98.6	-11.3	0.3	0.1	3.2	3.7	-9.6
CN1CCN(S(=O)(=O)c2cc([N+](=O)[O-])ccc2N/N=C/c2ccc(Cl)cc2)CC1	1.4	1.4	-2.1	100.1	98.1*	.	0.6	13.3	-0.7	3.1
Cc1ccc(NC(=O)CCN2CCCCC2)cc1	8.2	-5.1	-1.0	119.3	18.9	-6.8	1.2	5.2	2.8	-5.7
O=[N+]([O-])c1ccc2c(c1)C(N1CCOCC1)/C(=C/C1(O)CCCCC1)O2 (centres undefined)	-2.8	-5.7	0.4	103.9	8.3	0.4	-2.6	-2.1	-2.9	2.7
COc1ccc(Nc2cc(NCCCO)c([N+](=O)[O-])c3nonc23)cc1	-3.0	-5.5	-4.7	105.9	-5.5	0.2	-1.5	21.2	-1.9	-4.8

A second format for four compounds above.
Results follow in this order: V-ATPase pHluor | RTF Ca sens act | MOR-DOR ag | DSG3 Ab inh | Arr AP2 block | Wnt act | C-LANA FP | OPRM1-OPRD1 inv | Keap1 Nrf2 FP | RTF Ca sens inh
O=C(CC(=O)c1ccccc1)Nc1cccnc1
  -4.2 | -0.5 | -0.9 | 90.7 | -6.4 | 19.8 | 0.5 | 6.0 | -4.8 | -22.4
CC(C)(C)OC(=O)N1CCC(c2c(C(=O)NC3CC3)cnn2-c2ccccc2)CC1
  -3.1 | -4.7 | -1.3 | 101.2 | -8.1 | 0.8 | -0.3 | 7.0 | -0.2 | -11.0
Cc1cc(Cl)ccc1NC(=S)NCc1ccc(F)cc1
  -0.5 | -4.4 | 0.5 | 94.9 | 6.4 | -0.6 | -1.9 | -2.5 | 5.2 | 3.7
Cc1ccc(S(=O)(=O)N2Cc3ccccc3CC2C(=O)Nc2cc(C)on2)cc1 (centres undefined)
  0.5 | 3.3 | -2.6 | 94.8 | -5.3 | . | 0.8 | 15.0 | -1.9 | -3.8

Continued.
SMILES	V-ATPase pHluor	RTF Ca sens act	MOR-DOR ag	DSG3 Ab inh	Arr AP2 block	Wnt act	C-LANA FP	OPRM1-OPRD1 inv	Keap1 Nrf2 FP	RTF Ca sens inh
COc1ccc(C2C=C(C34CC5CC(CC(C5)C3)C4)NC(=S)N2)cc1OC (centres undefined)	0.4	-17.1	-2.5	123.8	22.1	-3.2	1.1	13.5	1.0	2.2
Cc1ccc(C(=O)O/N=C/c2ccc3c(c2)OCO3)cc1	0.2	0.9	-0.4	80.7	-2.5	-0.5	-1.0	1.9	-3.6	-18.9
CCc1c(C)c(C#N)c2nc3ccccc3n2c1NCCOC	-2.0	-4.3	0.8	100.8	-12.6	1.9	1.3	-4.5	-2.1	-1.7
CCCCn1c(NS(=O)(=O)c2ccccc2)c(S(=O)(=O)c2ccc(C)cc2)c2nc3ccccc3nc21	0.0	-0.8	6.0	89.7	-2.5	4.7	0.4	-36.0	-17.2	-3.7
Cc1ccc(S(=O)(=O)Nc2ccccc2CNc2ccc(Br)cn2)cc1	-1.9	1.2	6.3	96.0	39.5	.	0.1	-32.5	1.0	3.1
CCONC(=NC)c1nonc1N	-2.5	1.7	-0.9	94.6	-0.2	-6.2	-0.6	6.5	-6.8	-6.7
CCc1ccc(NC(=O)c2cnn3ccccc23)cc1	-3.7	2.2	-1.5	98.7	0.7	-3.4	0.4	8.6	4.5	-17.9
COc1ccc(-c2cc(C(=O)N3CCCC3)no2)cc1	-1.6	3.9	0.0	105.7	-4.6	29.1	1.2	-0.2	0.6	-0.8
Cc1c(C)n(C)c2ccc(C(=O)N3CCN(c4ccccn4)CC3)cc12	2.4	-4.9	-0.1	95.6	27.0	5.1	-1.7	0.6	-7.3	-3.6
Cc1oc(S(=O)(=O)N2CCCCC2)cc1NC(=O)Nc1ccc(Cl)cc1	3.0	-5.4	2.4	114.2	-4.2	1.9	0.6	-12.2	0.3	-3.5
Cc1nn(-c2cccc(C(F)(F)F)c2)c(Cl)c1/C=N/Nc1cccc(C(=O)O)c1	4.0	3.7	-1.4	96.0	21.8	9.8	1.5	7.5	0.5	20.9*
COc1ccc(NC(=S)Nc2cc(C)ccn2)c(OC)c1	-2.1	-2.3	-0.2	102.7	21.9	.	0.5	1.4	1.0	-3.1
O=C1C2C(c3ccccc3)C=CC(c3ccccc3)C2C(=O)N1C1CCCCC1 (centres undefined)	-0.9	2.6	-4.3	111.1	0.5	.	0.4	18.0	0.1	-6.4
CC1CN(CC(=O)Nc2ccccc2Sc2ccccc2)CC(C)O1 (centres undefined)	1.1	2.6	4.9	102.4	-7.7	-0.7	-0.4	-28.1	-2.3	-1.7
COCCN(C(=O)CSc1nc2ccccc2c(=O)n1CCOC)c1c(N)n(Cc2ccccc2)c(=O)[nH]c1=O	1.6	8.9	-1.0	104.5	2.8	-6.9	0.5	5.1	2.8	-2.4
COc1ccc(C(=O)CSc2nnc(CNc3ccc(C)cc3C)o2)cc1	2.1	1.6	2.9	94.9	-3.2	-4.6	-2.0	-17.6	-1.1	-20.9
O=C(Nc1ccc(Cl)cn1)c1ccc(Br)c(S(=O)(=O)N2CCCCC2)c1	1.1	4.7	-0.2	98.0	-5.7	-4.1	0.3	0.9	-5.8	-0.3
CC1=CC(=O)C(C(C)=Nc2cccc(Cl)c2)C(=O)O1 (centres undefined)	-3.3	-2.9	-0.3	94.4	-5.2	-1.9	0.0	1.8	-6.1	4.4
Cc1cc(F)ccc1S(=O)(=O)Nc1ccccc1C(=O)NCc1cccnc1	3.8	2.3	-1.9	105.0	3.7	-0.6	0.9	10.0	-1.2	-7.4
Cc1ccccc1OCC(O)Cn1c(SC(C)C)nc2c1c(=O)[nH]c(=O)n2C (centres undefined)	-0.9	-3.8	1.8	.	2.5	-4.2	1.4	-9.2	4.0	-2.3
COCC(=O)N1CCC(Oc2ccc(C(=O)N3CCCCCCC3)cc2)CC1	3.1	1.6	-1.3	102.2	6.7	0.3	3.7	6.7	-1.8	-14.6
COc1ccc(CCNC(=O)C2CCN(S(=O)(=O)c3ccc4nc5c(c(C(=O)O)c4c3)CCCC5)CC2)cc1OC	1.6	-4.4	-0.4	98.8	0.7	4.7	2.8	2.2	2.9	4.8
